# Shiga toxin inh – blocks Shiga toxin action in Vero cells. Vero cells, Shiga toxin protein synthesis inhibition reporter. inhibition, % at 38.7 µM. actives 9.2% (n = 290,000). AID 2315; in the data active means inhibition mostly above about 28%, no sharp cut-off; inactive means mostly below about 43%; further: 0% is about no effect
# Pf growth 48h – inhibits P. falciparum growth in the first generation, 48 h | Potency, µM (titrated, usually from 28.7 µM), for inactives: at the top dose activity change, negative = inhibition, actives largely listed as inhibitors | P. falciparum luciferase growth in erythrocytes, 48 h | AID 504832 | actives 5.9% (n = 310,000); further: potency means the concentration at half of the fitted maximal effect; on the % scale 0 is the no-effect control and ±100 the full control effect
#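 Firefly luciferase activity from engineered P. falciparum reports growth; inhibitors lower the luminescent signal. Cultures contained 2% hematocrit erythrocytes at 0.1% final parasitemia.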
# Cycloheximide cs – affects cycloheximide protein synthesis inhibition readout, counter-screen; cell reporter, cycloheximide protein synthesis inhibition counterscreen; max response, %; actives 12% (n = 300,000); AID 2314; in the data active means max response mostly above about 13%, no sharp cut-off; inactive means mostly below about 14%; further: read at 38.3 µM for the half of the compounds with a filed dose; 0% is about no effect
# AMA1-RON2 inh – inhibitors of Plasmodium falciparum AMA1-RON2 interaction | actives 0.2% (n = 360,000) | AlphaScreen AMA1-biotinylated RON2 peptide binding | AID 720542 | Potency, µM (doses to about 58.2 µM), without a hit: top-dose activity change, negative = inhibition, most hits filed as inhibitors;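 further: potency means the concentration at half of the fitted maximal effect; 0% = vehicle wells and -100% = peptide control; nearly all actives have a fitted effect of over 45% in size; some results filed as inactive show a strong effect at the top dose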
#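 AMA1 (3D7) with his tag at 25 nM final met compounds first, then biotinylated RON2 peptide at 25 nM; detection used donor plus acceptor beads, 10 µg/mL apiece, read by AlphaScreen after 30 min at room temperature.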
# Pf growth 96h – P. falciparum growth inhibition at 96 hour, primary screen for plastid delayed-death inhibitors; P. falciparum luciferase reporter growth, 96 h; Potency, µM (series often up to 28.7 µM), for the others: at the top dose activity change, negative = inhibition, usual class: inhibitors; actives 6.9% (n = 320,000); AID 504834; further: potency means the concentration at half of the fitted maximal effect; on the % scale 0 is the no-effect control and ±100 the full control effect
#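 Erythrocytes infected with luciferase-expressing P. falciparum were dispensed at 2% hematocrit and 0.05% parasitemia (final), then incubated with compounds 96 hours at 37 C in 5% CO2. Luminescence after detection reagent addition reported growth.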
# TbPYK inhibitor – inhibitors of Trypanosoma brucei pyruvate kinase | Q57TT1 | TbPYK enzyme, Kinase-Glo Plus ATP luminescence, 45 min | Potency, µM (titrated, usually from 76.8 µM), without a hit: top-dose activity, negative = inhibition, usual class: inhibitors | actives 0.12% (n = 410,000); further: potency means the concentration at half of the fitted maximal effect; on the % scale 0 is the no-effect control and ±100 the full control effect; nearly all actives have a fitted effect of over 50% in size
#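 Quantitative HTS: titrated library compounds versus trypanosomal pyruvate kinase in TEA buffer (pH 7.2) containing KCl, MgCl2, BSA and Tween-20. Reactions were initiated with ADP, 130 uM final. Kinase-Glo Plus luminescence was read after 45 min at RT.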
# LmPK inh – LmPK (Leishmania mexicana) enzyme inhibition. AID 1721. purified LmPK, Kinase-Glo ATP luminescence, 1 h. actives 0.37% (n = 290,000). Potency, µM (top dose mostly 57.5 µM), inactives show top-dose activity change, negative = inhibition, most hits filed as inhibitors; further: potency means the concentration at half of the fitted maximal effect; on the % scale 0 is the no-effect control and ±100 the full control effect
# Target sequence (Q27686 whole entry, looked up): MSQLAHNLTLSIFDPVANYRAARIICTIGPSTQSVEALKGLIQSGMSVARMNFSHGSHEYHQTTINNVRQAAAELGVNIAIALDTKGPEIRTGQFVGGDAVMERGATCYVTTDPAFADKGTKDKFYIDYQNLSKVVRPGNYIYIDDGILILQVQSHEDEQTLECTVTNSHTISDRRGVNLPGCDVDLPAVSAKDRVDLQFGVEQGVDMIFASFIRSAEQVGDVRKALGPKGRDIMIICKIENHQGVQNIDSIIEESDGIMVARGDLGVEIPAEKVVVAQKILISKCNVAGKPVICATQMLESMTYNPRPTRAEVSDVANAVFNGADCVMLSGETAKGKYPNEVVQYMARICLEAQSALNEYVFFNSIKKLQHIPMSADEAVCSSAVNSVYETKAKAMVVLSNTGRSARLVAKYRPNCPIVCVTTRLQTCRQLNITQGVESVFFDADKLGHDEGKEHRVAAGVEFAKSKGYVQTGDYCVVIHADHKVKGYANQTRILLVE
#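 Kinase-Glo luminescence read after 1 h RT reaction of 0.1 nM LmPK with 0.5 mM PEP and 0.1 mM ADP. Activity scaled between uninhibited and enzyme-free controls.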
# Active calls of the source: *; u = inconclusive; x = no result given; & = joins results of further samples; [ ] = dose if it differs, or a comment. Unless noted, the call rests on the fitted dose curve; in most records, active means well fitted curve in the direction sought with a large enough effect; inconclusive means small, poorly fitted or top-dose-only effect, or another doubt; inactive means no such curve, though single readings can be large; an effect the other way counts as inactive or inconclusive.
SMILES,Shiga toxin inh,Pf growth 48h,Cycloheximide cs,AMA1-RON2 inh,Pf growth 96h,TbPYK inhibitor,LmPK inh
COc1ccc(C(CNC(=O)c2cccc(NS(=O)(=O)c3ccc(Br)cc3)c2)N(C)C)cc1 (centres undefined),x,0%,x,-15%,u,2%,x
Cc1cc(C)c[n+](CC(=O)c2ccc(C)c([N+](=O)[O-])c2)c1,8,24%,0,0%,u,-7%,-5%
CC1CCN(C(=O)Cn2ncc3c4ccccc4n(C)c3c2=O)CC1,21,31%[activator],1,-18%,33%[activator],4%,3%
Cc1cc[n+](-c2ccccc2)c2ccccc12,-10,12µM*,3,-1%,1.7µM*,-2%,-11%
COc1cccc(NS(=O)(=O)c2nc3nc(C)cc(C)n3n2)c1,-2,x,-1,-1%,-2%,1%,-2%
Cc1cc(C(=O)COC(=O)Cc2n[nH]c(=O)c3ccccc23)c(C)n1-c1ccc2c(c1)OCO2,-15,6.6µM*,2,-2%,u,-3%,6%
Cc1ccccc1OCCN1CCC(Cc2ccccc2)CC1,34,-13%,-4,-19%,56%[activator],-10%,1%
Cc1c(N=Cc2ccco2)c(=O)n(-c2ccccc2)n1C,2,-4%,2,-6%,-1%,-1%,8%
Cc1cc(C(=O)CC#N)c(C)n1-c1ccc(OC(F)F)cc1,10,u,2,-5%,13µM*,-6%,8%
O=C(C1=C[C@H](C2CC2)C[C@H](OCCCCO)O1)N1CCOCC1,-14,-14%,-2,11%,5%,4%,0%
CCCN=C(C)C1=C(O)c2ccccc2C1=O,84*,95%[activator],107*,-7%,154%[activator],2%,2%
O=C1CN(C(=O)COC(=O)Cc2ccsc2)c2ccccc2N1,-13,4%,-5,-11%,6%,5%,-1%
Cc1ccsc1-c1nc(CSCC(=O)NCc2ccc3c(c2)OCO3)c(C)o1,22,x,-1,-14%,-73%,6%,5%
Cc1ccc(S(=O)(=O)N(CC(=O)O)c2ccc(Cl)c(C(F)(F)F)c2)cc1,-5,-2%,-2,14%,0%,-13%,2%
CS(=O)(=O)c1ccc2nc(NC(=O)C3COc4ccccc4O3)sc2c1 (centres undefined),38,24%,25*,-2%,x,-6%,-1%
O=C1CSC(c2ccccc2)N1c1cccnc1 (centres undefined),-14,2%,-3,10%,-13%,2%,6%
O=C(NCCNC(=O)C1CC2CCC1C2)C1CC2CCC1C2 (centres undefined),-8,15%,-1,7%,-32%,-2%,-5%
O=C(O)C1CC=CCC1C(=O)Nc1ccccc1C(=O)N1CCN(c2ccc(F)cc2)CC1 (centres undefined),-6,0%,-4,0%,-1%,-5%,0%
COc1cc2ccccc2cc1C(=O)Nc1ccc(N2CCN(C)CC2)cc1,60,u,43*,-20%,x,x,-2%
COC(=O)C1=C(C)NC(=O)CC1c1ccccc1 (centres undefined),-8,-10%,-2,-2%,-5%,5%,1%
CN(C)C(=O)Cn1c(SCC(=O)N2CCCc3ccccc32)nc2ccccc21,-10,1%,-4,-1%,3%,5%,-1%
COc1ccc(N2CCN(C(=O)c3ccccc3N(C)S(=O)(=O)c3ccccc3)CC2)cc1,6,u,1,-20%,21%,4%,4%
CC(C)NC(=O)CC1(C(=O)NCc2ccc(Cl)cc2)CCCC1,-2,24%,1,2%,5%,6%,2%
O=C(O)/C=C/C(=O)Nc1cccnc1,-10,-3%,-1,-13%,-1%,-2%,1%
Cc1cc(C)n(CC(=O)n2nc(C)cc2C)n1,-5,8%,-1,-16%,10µM*,2%,-1%
SMILES,Shiga toxin inh,Pf growth 48h,Cycloheximide cs,AMA1-RON2 inh,Pf growth 96h,TbPYK inhibitor,LmPK inh
O=C(NCC(c1ccco1)N1CCc2ccccc2C1)C(=O)Nc1ccc(F)cc1F (centres undefined),x,u,x,32%[activator],u,1%,x
NC(=O)CN1C(=O)/C(=c2\sc3nc(=O)c(Cc4ccccc4)nn3c2=O)c2ccccc21,4,-8%,-4,7%,0%,u,-3%
Cc1cc(C)c2c(N)c(C(=O)NN)sc2n1,78*,u,45*,7%,u,-6%,-1%
CN(C)c1nc(Nc2ccccc2)nc(Oc2ccc(=O)[nH]n2)n1,7,-9%,7,-8%,0%,1%,-3%
CCOc1ccc(/C=C/C(=O)N2CCOCC2)cc1OC,4,3%,6,0%,u,-4%,0%
O=C(Cc1ccccc1)Nc1c2c(nn1-c1cccc(Cl)c1)CS(=O)(=O)C2,-14,1%,-1,-3%,-8%,19%,4%
CC(=O)Nc1ccc(S(=O)(=O)NC(C)C(=O)NC(C)c2ccccc2)cc1 (centres undefined),-7,0%,-3,-14%,-1%,1%,10%
O=C(NCc1cccnc1)Nc1cccc(NC(=O)NCc2cccnc2)c1F,13,9%,-1,0%,13%,2%,4%
O=C(COC(=O)c1ccccc1)NCCC1=CCCCC1,13,17%,14*,-5%,28%,-7%,3%
Cn1c(=O)c2c(nc(SCc3ccccc3F)n2C)n(C)c1=O,-11,-8%,-1,-8%,-97%,-5%,1%
O=S(=O)(c1cccc(-c2nnc(-c3ccc(Br)cc3)o2)c1)N1CCCCCC1,-13,16%,-3,17%,-30%,x,-6%
COc1cc(NC(=O)CNc2cccc(S(=O)(=O)N3CCCC3)c2)cc(OC)c1,-18,u,-1,5%,u,-4%,-10%
Cc1nc(NC(=O)c2ccccc2)sc1-c1csc(NCc2ccco2)n1,38,5.9µM*,16,-4%,u,-5%,-27%
Nc1ccc(Cc2ccc(N)c(O)c2)cc1O,43*,171%[activator],23,-21%,u,-4%,-7%
COc1ccc([N+](=O)[O-])cc1N(CC(=O)NC1CCCC1)S(C)(=O)=O,-10,7%,-2,-10%,5%,1%,-4%
O=c1ccnc(SCn2nnc3ccccc3c2=O)[nH]1,-9,15%,-3,-7%,x,-11%,1%
COc1ccc(CC(=O)Oc2ccccc2Cl)cc1S(=O)(=O)N1CCOCC1,x,2%,x,-3%,0%,-14%,x
O=c1[nH]c(SCc2ccc(F)cc2)nc2c1cnn2-c1ccc(F)cc1,27,2%,-1,-1%,-21%,-7%,2%
C/C(=N\OC(=O)Nc1ccc(Cl)cc1)c1ccc(F)c(F)c1,54*,x,17*,4%,26%,2%,-1%
O=C(NCc1ccco1)C1CCCN1C(=O)Nc1ccccc1Cl (centres undefined),7,13%,5,-4%,14%,4%,2%
CCOC(=O)C1CCN(Cc2nc3ccccc3c(=O)n2-c2ccc(F)cc2)CC1,-7,x,-5,-20%,u,-2%,-1%
CCC1(CCc2ccncc2)C(=O)NC(=O)NC1=O,-23,6%,1,-21%,x,2%,2%
CN(C)NC(=S)NC(=O)C12CC3CC(CC(C3)C1)C2,2,u,-1,53%[activator],u,1%,1%
CCc1ccccc1NC(=O)CN1CCN(C(=O)CNC(=O)c2ccccc2F)CC1,x,-8%,x,9%,-45%,3%,x
O=C(O)c1ccc(Cl)c(S(=O)(=O)Nc2ccccc2Cc2ccccc2)c1,-5,12%,-2,-8%,13%,-2%,0%

# Arranged by SMILES length (largest number first): some entries from above
SMILES,Shiga toxin inh,Pf growth 48h,Cycloheximide cs,AMA1-RON2 inh,Pf growth 96h,TbPYK inhibitor,LmPK inh
NC(=O)CN1C(=O)/C(=c2\sc3nc(=O)c(Cc4ccccc4)nn3c2=O)c2ccccc21,4,-8%,-4,7%,0%,u,-3%
O=S(=O)(c1cccc(-c2nnc(-c3ccc(Br)cc3)o2)c1)N1CCCCCC1,-13,16%,-3,17%,-30%,x,-6%
CCc1ccccc1NC(=O)CN1CCN(C(=O)CNC(=O)c2ccccc2F)CC1,x,-8%,x,9%,-45%,3%,x
COc1ccc(CC(=O)Oc2ccccc2Cl)cc1S(=O)(=O)N1CCOCC1,x,2%,x,-3%,0%,-14%,x
O=C(NCc1cccnc1)Nc1cccc(NC(=O)NCc2cccnc2)c1F,13,9%,-1,0%,13%,2%,4%
Cn1c(=O)c2c(nc(SCc3ccccc3F)n2C)n(C)c1=O,-11,-8%,-1,-8%,-97%,-5%,1%
Cc1cc(C)c2c(N)c(C(=O)NN)sc2n1,78*,u,45*,7%,u,-6%,-1%

# Other structures
SMILES,Shiga toxin inh,Pf growth 48h,Cycloheximide cs,AMA1-RON2 inh,Pf growth 96h,TbPYK inhibitor,LmPK inh
CCOc1ccc(C2c3[nH]c4ccccc4c3CCN2Cc2cccn2-c2ncccn2)cc1 (centres undefined),-9,u,0,-28%,u,-2%,2%
COc1ccc(CCNC(=O)c2cc3c(cc2Cl)N2CCCCCC2=NS3(=O)=O)cc1,x,u,x,-6%,-17%,-2%,x
COc1ccc2[nH]c(=O)c(CN(Cc3cccs3)C(=S)Nc3cccc(C)c3)cc2c1,-5,15µM*,-1,-9%,u,-8%,4%
CC1CCCCN1CCCNC(=O)c1ccc2nc(N3CCCCC3)sc2c1 (centres undefined),15,1%,3,-10%,u,-8%,-4%
CCn1cc(CN2CCN(C)C(CCO)C2)c2ccccc21 (centres undefined),-5,5%,-1,6%,13µM*,-2%,-1%
CCOC(=O)C1=C(C)NC(=O)NC1c1cc(C)sc1C (centres undefined),-14,u,-1,6%,u,1%,5%
CC(C)N(C(=S)Nc1cccc(C(F)(F)F)c1)C(C)c1ccccn1 (centres undefined),16,u,15,31%[activator],18%,5%,5%
Cc1nc(-c2cccc(NC(=O)c3cccc(S(=O)(=O)N4CCCC4)c3)c2)cs1,x,12µM*,x,12%,u,4%,x
O=C(Nc1nnc(S(=O)(=O)N2CCCC2)s1)c1ccccc1Br,3,-3%,0,0%,0%,3%&-10%,0%
O=C(CN1CCCC1)Nc1ccc(OC(F)(F)F)cc1,x,15%,20*,-18%,73%[activator],44%[activator],2%
C=C(C)Cn1c(C2CC(=O)N(Cc3ccccc3)C2)nc2ccccc21 (centres undefined),-12,-6%,-5,2%,-18%,1%,-2%
CN(C)c1ccc(CNC(=O)CN(C)S(=O)(=O)c2ccc3c(c2)c(=O)n(C)c(=O)n3C)cc1,2,-1%,5,15%,13%,3%&2%,0%
O=C1CCN(S(=O)(=O)c2ccccc2)CCN1CCOCc1cccc(F)c1,7,7%,-2,0%,-3%,1%,5%
CCc1c(C)sc(NC(=O)c2ccco2)c1C(=O)N1CCCCC1,-6,-9%,9,6%,u,-14%,-9%
COc1ccc(NC(=O)Cn2nc(C(=O)O)c3ccccc3c2=O)cc1OC,-3,35%[activator],-3,22%,33%[activator],-3%,-3%
CN(C)S(=O)(=O)c1ccc(C(=O)Oc2ccccc2)cc1,5,1%,-2,1%,x,-3%,0%
COc1cccc(N2C(=O)C(Cc3c[nH]c4ccccc34)NC2=S)c1 (centres undefined),-12,-13%,12,11%,-26%,-4%,-2%
CN1CCN(CCc2nc3cc(NC(=O)COc4ccc(Cl)cc4)ccc3n2C)CC1,0,u,-6,33%[activator],9.3µM*,-15%,2%
NC(=O)N/N=C\c1cc(Br)ccc1O,-8,-15%,2,62%[activator],17%,3%,-2%
O=C(Nc1cccc(Cl)c1)Nc1cnccn1,16,u,-3,-10%,26%,6%,-8%
Cc1cc(C)c2ccc(C)[n+]([O-])c2c1O,9,18%,-1,45%[activator],x,1%,4%
COc1ccc(N2CCN(C(=O)C(NC(=O)c3c(F)cccc3F)C(C)C)CC2)cc1 (centres undefined),-7,u,-6,-2%,u,-4%,1%

# Screening data (PubChem BioAssay)
